Screening data as filed in PubChem.
Mm-Cpn inhibitor: inhibitors of Methanococcus maripaludis chaperonin (MmCpn); purified Mm-Cpn ATPase, ADP Transcreener TR-FRET; Potency, µM (top dose mostly 76.9 µM), for the others: at the highest dose activity, negative = inhibition, usual class: inhibitors; 0.031% of 330,000 active; AID 504842; further: potency means the concentration at half of the fitted maximal effect; on the % scale 0 is the no-effect control and ±100 the full control effect; nearly all actives have a fitted effect of over 80% in size
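Measured: ADP formation by purified Mm-CPN. Conditions: 25 nM protein, 10 uM ATP, Tris pH 7.4 with Mg2+, K+ and DTT, 37°C for 30 min. Detection: Transcreener HTRF after 30 min at room temperature.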
DRD3 antagonist: antagonists of human D3 dopamine receptor; P35462; D3R cells, DiscoveRx beta-arrestin luminescence, antagonist mode; hits give low values; max response, negative = inhibition, %; 2.5% of 360,000 active; in the data active means max response below about -50%; inconclusive means no clear call, values can overlap the other calls; further: on the % scale 0 is the no-effect control and ±100 the full control effect; mostly tested at two doses, the higher about 12 µM
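Cells plated overnight at 1500 cells/well, then exposed to library compounds with dopamine controls for 90 minutes at 37 degrees C. DiscoveRx reagent added for 30–60 minutes at room temperature; luminescence read, quantitative HTS format.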
Akt phos inh: inhibitors of Akt phosphorylation; Neuro2A IGF-stimulated pAkt S473 HTRF, 20 min; hits give low values; activity change, % for hits at 50 µM; 0.32% of 360,000 active; AID 651550; in the data active means activity change below about -80%; inconclusive means mostly about -51% to -80%; further: on the % scale 0 is the no-effect control and ±100 the full control effect
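Single-point screen (50 µM final compound) in Neuro2A cells stimulated 20 min with 6 nM IGF at 37 deg C. After lysis, Ser473-phosphorylated Akt read by HTRF (ex 330 nm, em 615/665 nm) as the 665/615 ratio.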
EPAC2 ag: agonists of human EPAC2 (RAPGEF4) | EPAC2 activation, biochemical qHTS; response scale: 100% = 6.5 mM cAMP response | Potency, µM (titrated, usually from 154 µM), inactives show at the top dose activation, hits mostly activators | 0.079% of 360,000 active; further: potency means the concentration at half of the fitted maximal effect; nearly all actives have a fitted effect of over 50% in size
Target sequence (Q8WZA2 whole entry, looked up): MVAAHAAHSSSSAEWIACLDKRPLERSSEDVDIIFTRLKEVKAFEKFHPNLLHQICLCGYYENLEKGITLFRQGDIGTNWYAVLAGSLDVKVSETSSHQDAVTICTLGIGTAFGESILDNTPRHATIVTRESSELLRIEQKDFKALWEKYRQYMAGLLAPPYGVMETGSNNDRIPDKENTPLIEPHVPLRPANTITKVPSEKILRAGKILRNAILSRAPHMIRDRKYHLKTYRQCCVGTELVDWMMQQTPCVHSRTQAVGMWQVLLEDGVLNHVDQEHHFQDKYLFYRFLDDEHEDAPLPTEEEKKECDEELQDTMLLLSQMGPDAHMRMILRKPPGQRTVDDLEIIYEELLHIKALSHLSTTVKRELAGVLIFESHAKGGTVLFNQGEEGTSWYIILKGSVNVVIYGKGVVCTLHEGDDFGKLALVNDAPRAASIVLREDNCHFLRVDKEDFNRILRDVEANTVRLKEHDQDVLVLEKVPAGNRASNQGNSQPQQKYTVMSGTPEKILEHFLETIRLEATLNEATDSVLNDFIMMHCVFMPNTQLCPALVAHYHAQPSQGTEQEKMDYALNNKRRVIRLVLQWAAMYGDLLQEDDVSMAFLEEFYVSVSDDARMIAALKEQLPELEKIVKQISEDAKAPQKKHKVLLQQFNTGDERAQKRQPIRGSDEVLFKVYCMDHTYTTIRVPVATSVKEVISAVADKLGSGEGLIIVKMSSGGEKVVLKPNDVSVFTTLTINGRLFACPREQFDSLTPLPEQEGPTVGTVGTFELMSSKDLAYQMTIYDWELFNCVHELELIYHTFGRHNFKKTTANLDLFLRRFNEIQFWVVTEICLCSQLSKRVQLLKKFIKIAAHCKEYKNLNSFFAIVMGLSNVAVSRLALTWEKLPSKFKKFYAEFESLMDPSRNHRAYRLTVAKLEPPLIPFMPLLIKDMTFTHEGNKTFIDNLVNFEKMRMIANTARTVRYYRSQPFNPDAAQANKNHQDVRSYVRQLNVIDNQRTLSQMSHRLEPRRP
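Each well held 100 nM EPAC2, 250 nM RAP1B-BODIPY-GDP and 50 uM GDP. Fluorescence, read at 5-min intervals to 30 min, was referenced to a 6.5 mM cAMP positive control.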
PTHR1 ag: activates the human parathyroid hormone receptor PTHR1. HEK293 GP2 PTHR1 cells, GloSensor cAMP luminescence, 1 h. Potency, µM (titrated, usually from 115 µM), without a hit: at the highest dose activation, most hits filed as activators. 0.075% of 410,000 active. AID 743266; further: potency means the concentration at half of the fitted maximal effect; nearly all actives have a fitted effect of over 55% in size; some results filed as inactive show a strong effect at the top dose; inactives centre near -15; many of its hits are not listed in these tables
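HEK-293-derived GP2 cells expressing PTHR1 and a GloSensor cAMP reporter, 3,000/well, plated overnight, given luciferin plus IBMX (each 0.5 mM as added) for 1 h at 37 °C, then compound for 1 h at 37 °C. Luminescence was read after 15 min at room temperature.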
D3 ag: agonists of human D3 dopamine receptor | D3R DiscoveRx beta-arrestin cells, luminescence, 90 min | 0.58% of 410,000 active | AID 652048 | P35462 | max activation, %; in the data active means max activation above about 30%; further: 0% is about no effect; mostly tested at two doses, the higher about 12 µM
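Agonist mode: compounds and dopamine controls were applied to plated cells for 90 min at 37 degrees C after an overnight attachment at 1500 cells/well. Luminescent read-out followed 30 - 60 minutes at room temperature with DiscoveRx detection reagent.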
EPAC2 antagonist: blocks human EPAC2 exchange factor. Potency, µM (top dose mostly 114 µM), without a hit: at the top dose activity, negative = inhibition, most hits filed as inhibitors. 0.18% of 360,000 active. EPAC2 GEF exchange of Rap1B-BODIPY-GDP, fluorescence; further: potency means the concentration at half of the fitted maximal effect; on the % scale 0 is the no-effect control and ±100 the full control effect; nearly all actives have a fitted effect of over 45% in size; many of its hits are not listed in these tables
CCT chaperon mod: modulators of cytosolic chaperonin (CCT/TRiC) activity. purified chaperonin ATPase assay, HTRF ADP detection, 30 min. activity change, % (test concentration not listed), hits read low. 0.3% of 360,000 active. AID 651819; in the data active means activity change below about -30%; further: on the % scale 0 is the no-effect control and ±100 the full control effect
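We incubate TRiC, 40 or 20 nM final, with library compounds at 76 uM and 10 uM ATP for 30 min at 37 °C. ADP formed is detected with Transcreener HTRF reagents after 30 min at room temperature.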
Active calls of the source: *; i = inactive; ? = inconclusive; . = not tested or not shown; [ ] = remark or other dose. Unless noted, the call rests on the fitted dose curve; in most records, active means well fitted curve in the direction sought with a large enough effect; inconclusive means small, poorly fitted or top-dose-only effect, or another doubt; inactive means no such curve, though single readings can be large; an effect the other way counts as inactive or inconclusive. The list is partial (hit frequency here may not be typical).

Each structure is followed by: EPAC2 ag	D3 ag	PTHR1 ag	DRD3 antagonist	Akt phos inh	Mm-Cpn inhibitor	EPAC2 antagonist	CCT chaperon mod
> COc1ccc(NC(=O)CN(C)C(=O)c2ccc(NS(=O)(=O)c3cccc([N+](=O)[O-])c3)cc2)cc1
  16%	-3	-18%	-13	i	2%	5%	-0.2
> CCN(CCO)Cc1cn[nH]c1-c1ccc(C)c(C)c1
  3%	3	-6%	-66*	i	-2%	13%	-1.9
> CCOC(=O)C1(CCOC)CCN(C/C=C/c2ccccc2OC)CC1
  6%	-15	-15%	-71*	i	.	-5%	1.0
> COc1nccnc1NS(=O)(=O)c1ccc(NC(=S)NC(=O)c2cccnc2)cc1
  3%	-9	i	-22	i	0%	3%	-0.7
> CC1CCCC(C)N1S(=O)(=O)c1ccc(S(=O)(=O)NCc2ccccc2)cc1 (stereo not drawn)
  7%	0	-6%[57.5 µM]	10	i	-2%	-2%	0.8
> Cc1cc2nc(-c3ccc(F)cc3)c(CC(C)(C)C)n2c(C)c1Br
  -2%	-7	i	-19	i	.	-14%	-1.0
> CCOc1ccc(NC(=O)C23CC4CC(C2)CC(c2ccccc2)(C4)C3)cc1
  13%	-4	-14%[57.5 µM]	14	i	2%	4%	-0.2
> C[n+]1ccc(/C=C/c2c[nH]c3ccccc23)cc1
  100µM*	-4	-17%	33	i	-7%	65%[activator]	-2.0
> CC(=O)c1c(C)[nH]c(C(=O)OCCOc2ccccc2)c1C
  2%	1	-31%	9	i	2%	-5%	-0.8
> CNc1ncnc2c1ncn2[C@H]1CN(Cc2ccccc2)C[C@@H](CO)O1
  14%	-8	-6%	-8	i	.	1%	-3.0
> COc1ccc2ccccc2c1/C=N\NC(=O)c1ccc(C)s1
  -3%	-19	-16%	?	i	-6%	1%	-1.6
> COc1ccc(S(=O)(=O)N2CCOC2CNC(=O)C(=O)NCCCN2CCOCC2)cc1OC (stereo not drawn)
  -6%	-1	-14%	-1	i	.	6%	1.9
> Cc1c(NC(=O)COC(=O)c2ccc(S(=O)(=O)N3CCOCC3)cc2)c(=O)n(-c2ccccc2)n1C
  -4%	1	-10%	12	i	-1%	1%	-4.3
> CCN1C(=O)[C@H]2[C@@H](c3ccc(C)cc3)N3C(=O)N(c4cccc(Cl)c4)C(=O)[C@@]3(CC(C)C)[C@H]2C1=O
  -6%	10	-20%	-22	i	1%	15%	-1.3
> CCCc1ccc(C(O)c2ncc(-c3ccccc3F)[nH]2)cc1 (stereo not drawn)
  15%	2	-1%	2	i	.	-13%	0.8
> O=C(N/N=C/c1cccnc1)c1cc(-c2cccs2)nc2ccccc12
  12%	2	i	11	i	-6%	1%	2.9
> O=[N+]([O-])c1cccnc1Oc1cc(Cl)c(Cl)cc1Cl
  5%	0	-37%[inhibitor]	14	i	.	?	-0.6
> COc1ccc(C2=NOC(Cn3nc(C(=O)NCc4ccc5c(c4)OCO5)cc3-c3ccccc3)C2)cc1 (stereo not drawn)
  20%	28	-12%	58	i	-6%	-12%	1.3
> CSc1n[nH]c(-c2ccc(C(F)(F)F)cc2)n1
  2%	9	-17%	?	i	0%	-3%	0.4
> O=C1CC(O)(c2ccccc2)C(c2ccccc2)=C1c1ccccc1 (stereo not drawn)
  11%	1	-33%[inhibitor]	?	i	-4%	0%	-0.4

Reprinted from the listing (2 entries):
Each structure is followed by: EPAC2 ag	D3 ag	PTHR1 ag	DRD3 antagonist	Akt phos inh	Mm-Cpn inhibitor	EPAC2 antagonist	CCT chaperon mod
> COc1ccc2ccccc2c1/C=N\NC(=O)c1ccc(C)s1
  -3%	-19	-16%	?	i	-6%	1%	-1.6
> COc1ccc(S(=O)(=O)N2CCOC2CNC(=O)C(=O)NCCCN2CCOCC2)cc1OC (stereo not drawn)
  -6%	-1	-14%	-1	i	.	6%	1.9

Next records.
Each structure is followed by: EPAC2 ag	D3 ag	PTHR1 ag	DRD3 antagonist	Akt phos inh	Mm-Cpn inhibitor	EPAC2 antagonist	CCT chaperon mod
> O=C1CCCN1CCCNC(=S)Nc1ccccc1
  -6%	13	i	6	i	4%	7%	-2.5
> NNC(=O)Cn1cnc2ccccc21
  -2%	-5	i	35	i	-26%	7%	3.0
> CC(C)CC1C(=O)N(Cc2cn(Cc3ccco3)nn2)CCS(=O)(=O)N1Cc1ccc(-c2ccccc2)cc1 (stereo not drawn)
  8%	4	-45%	34	i	.	?	-1.7
> COc1cc2c3nnc(-c4ccc(F)cc4)c-3cn(Cc3ccc(C)cc3)c2cc1OC
  -52%[inhibitor]	6	i	7	i	2%	76%[activator]	-0.5
> NC(N)=NS(=O)(=O)c1ccc(N=C2C(=O)Nc3ccccc32)cc1
  5%	-6	-8%	?	i	2%	7%	0.8
> Cc1ccccc1NC(=O)COC(=O)C1C2CC3OC(=O)C1C3C2 (stereo not drawn)
  2%	0	i	?	i	-6%	-3%	0.9
> COC(=O)CSc1nnc(-c2cccnc2)n1C
  8%	1	?	1	i	-1%	4%	-1.0
> O=C1NC[C@H](CCCCN2C[C@H](Cc3ccc(O)cc3)N(CCC3CCCCC3)C(=O)C2=O)N(CC2CCCCC2)C1=O
  -2%	-4	-15%	6	i	.	-19%	1.2
> Cc1c(C(=O)NCc2cccc([N+](=O)[O-])c2)sc(=O)n1Cc1ccccc1F
  13%	1	i	-5	i	.	-2%	0.4
> COc1cccc(N2CCN(C(=O)c3ccc(CS(=O)c4ccc(Cl)cc4)o3)CC2)c1 (stereo not drawn)
  15%	-2	-15%	-15	i	-1%	-14%	-1.4
> O=S(=O)(NCc1ccccc1Cl)c1cccs1
  6%	9	-13%	3	i	-1%	-12%	-0.4
> OC[C@H]1O[C@@H](n2cnc3c(NC4CCCC4)nc(Cl)nc32)[C@H](O)[C@@H]1O
  -4%	16	-29%	12	i	-3%	1%	0.1
> Cc1ccsc1C(=O)NN=C1CCCCCC1
  15%	-4	-33%[inhibitor]	-20	i	-1%	12%	-24
> Cc1cc(=O)oc2c(C)c(OCC(=O)N3CCN(c4cccc(Cl)c4)CC3)ccc12
  8%	-12	-9%	16	i	-7%	6%	1.9
> Cn1ccnc1-c1nnn(-c2ccc(Cl)c(Cl)c2)n1
  3%	-11	8%	0	i	.	6%	-2.4
> NS(=O)(=O)c1ccc(CCNC(=O)COC(=O)CCN2C(=O)C3CC=CCC3C2=O)cc1 (stereo not drawn)
  -1%	8	-22%	1	i	1%	0%	-0.2
> Cc1cc(O)c(/C=N/Nc2ccccc2)c(=O)o1
  5%	-3	0%	-6	i	-3%	4%	-2.8
> Cc1ccc2cc(CCNC(=O)c3c(-c4ccccc4Cl)noc3C)c(=O)[nH]c2c1
  10%	0	-27%	-12	i	1%	-10%	0.4
> O=C(Nc1ccc(S(=O)(=O)N2CCCC2)cc1)c1ccc([N+](=O)[O-])cc1
  19%	-21	-55%[inhibitor]	-28	i	-2%	-3%	-0.5
> CCOC(=O)N1CCC(NC(=O)c2cc(S(=O)(=O)NCCc3ccccc3)ccc2F)CC1
  5%	4	-70%[inhibitor]	-3	i	-6%	-4%	-3.0
> Clc1ccccc1-c1ncnc2ccc(Br)cc12
  -1%	2	-26%	15	i	-9%	?	0.9
> Cc1ccc(C2=Nn3c(COc4ccc(Cl)cc4)nnc3SC2CC(=O)O)cc1 (stereo not drawn)
  -5%	32*	-14%	-3	i	0%	4%	0.4
> O=C(Nc1nnc(-c2cccnc2)s1)c1cccs1
  -7%	-2	-31%[inhibitor]	-20	i	1%	15%	2.8
> Cc1cc(C(=O)NCCC2=CCCCC2)ccc1[N+](=O)[O-]
  15%	-7	-10%	-12	i	0%	-5%	0.2
> Cc1cc(Br)cc(Cl)c1OCC(=O)NC(=O)NCc1ccccc1
  11%	0	-5%	26	i	-4%	-2%	-1.9
> COc1ccccc1-c1ccc(SCC(=O)N2CCOCC2)nn1
  16%	-9	i	-14	i	-1%	4%	-4.5
> CC(=O)OC1CC2(C)/C(=N\O)CCC2C2CCc3cc(O)ccc3C12 (stereo not drawn)
  3%	3	i	5	i	-1%	?	-0.6
> Cc1ccc(NC(=O)COC(=O)Cc2c[nH]c3ccccc23)cc1
  14%	-4	-25%	0	i	.	-18%	-3.6
> O=c1oc(-c2cccc([N+](=O)[O-])c2)nc2ccccc12
  5%	-14	20%	12	i	-1%	1%	1.1
> COc1cccc(C=C(C#N)C(=O)c2ccccc2)c1
  5%	3	-19%	7	i	.	10%	0.0
> Cc1cc(C)c2c(N)c(C(=O)c3ccccc3Cl)sc2n1
  1%	5	-8%	16	i	0%	-3%	0.4
> Cc1ccc(-c2onc(C)c2C)cc1S(=O)(=O)N1CCOc2ccccc21
  12%	-1	-35%[inhibitor]	-8	i	0%	-19%	-1.1
> Cc1ccc(C(=O)N2CCN(CCNC(=O)C(=O)Nc3ccc(Cl)cc3)CC2)cc1
  4%	-22	-13%	-61*	i	1%	-4%	-1.5
> CN(CC(=O)Nc1ccccc1C(=O)N1CCCC1)S(=O)(=O)c1ccc(Cl)cc1
  -1%	-1	i	15	.	0%	3%	-0.9
> COc1cccc(CN2CCNC(=O)C2CC(=O)N(C)C2CCCCC2)c1 (stereo not drawn)
  -2%	-1	i	-6	i	2%	-2%	0.2
> O=C(Cn1cnc2cc([N+](=O)[O-])ccc2c1=O)Nc1ccc(N2CCOCC2)cc1
  10%	-8	-8%	-24	i	-2%	2%	-0.9
> O=C1c2ccccc2CSc2c(O)cccc21
  11%	-5	-15%	-3	i	.	3%	-4.5
> CCCCN(CC)S(=O)(=O)c1ccc(C(=O)N(CCCN(C)C)c2nc3cc(C)cc(C)c3s2)cc1
  10%	-15	-1%	-14	i	1%	-11%	-1.1
> Cn1nc(C(F)(F)F)cc1C(=O)Nc1ccc(-c2ccno2)cc1
  -7%	2	-25%	-9	i	-1%	4%	0.8
